Source: PubChem BioAssay
zfTRPN1 agonist – activates the zebrafish TRPN1 channel | HEK293 zebrafish TRPN1-YFP, Fluo-8 calcium fluorescence; 100% = response to 87 µM carbachol | activation, % at 3 µM | hit rate 0.18% among 220,000;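 active means activation above its plate's cutoff, the mean activation of test wells on that plate plus 3 SD, cut at about 19% in these data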;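 further: 0% = DMSO alone and 100% = 87 µM carbachol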
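Material – zebrafish TRPN1-YFP in HEK293 cells · Doses – 3 µM single point · Schedule – dye 1 h 37 °C plus 30 min RT · Signal – Fluo-8 calcium fluorescence, excitation 470-495 nm, emission 515-575 nm · Read-out – % activation versus carbachol response · Control set – carbachol high, DMSO low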
PPC-1+TRAIL kill – kills PPC-1 cancer cells in the presence of TRAIL; PPC-1 cells + TRAIL, ATPLite viability luminescence; hit rate 0.41% among 220,000; cell killing (% activity), % at 4 µM;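 active means cell killing above 50% in the first pass at 4 µM, then a duplicate retest at 5 µM averaging 50% or more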;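 further: plate controls were cells with TRAIL plus DMSO for no effect and medium-only wells lacking cells for full effect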
EP2 modulator – EP2 receptor (human) modulation. hit rate 0.83% among 260,000. EP2-expressing cells, cAMP HTRF FRET, PGE2 co-stimulation. induction, % at 25 µM;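 active means compounds whose cAMP rise, as percent of the full-agonist control response, exceeds 60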;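 further: rat C6 glioma line stably carrying human EP2 under a CMV promoter; the protocol text gives 20 µM as final concentration; 100% = response of wells given 1 µM PGE2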
14-3-3 Bad inh – disrupts binding of bovine 14-3-3 zeta to phospho-Bad peptide; TR-FRET 14-3-3zeta/Dy647-pBad peptide displacement, 1 h; inhibition, % at 21.7 µM; hit rate 0.71% among 220,000; AID 781;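 active means inhibition above about 70%, limit read from the data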;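 further: 0% = full 14-3-3 plus peptide FRET controls and 100% = background without 14-3-3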
NPY Y1 blocker – NPY-Y1 (human) receptor antagonism | hit rate 1% among 200,000 | P25929 | HEK293-CNG Y1 cells, membrane potential fluorescence; NPY at EC95, then isoproterenol | inhibition, % at 3.6 µM | AID 1040;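 active means inhibition above the campaign mean inhibition of all tested compounds plus 3 SD, cut at about 20% in these data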;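 further: 0% = DMSO wells given NPY plus isoproterenol and 100% = isoproterenol alone without NPY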
Target sequence (P25929 whole entry, looked up): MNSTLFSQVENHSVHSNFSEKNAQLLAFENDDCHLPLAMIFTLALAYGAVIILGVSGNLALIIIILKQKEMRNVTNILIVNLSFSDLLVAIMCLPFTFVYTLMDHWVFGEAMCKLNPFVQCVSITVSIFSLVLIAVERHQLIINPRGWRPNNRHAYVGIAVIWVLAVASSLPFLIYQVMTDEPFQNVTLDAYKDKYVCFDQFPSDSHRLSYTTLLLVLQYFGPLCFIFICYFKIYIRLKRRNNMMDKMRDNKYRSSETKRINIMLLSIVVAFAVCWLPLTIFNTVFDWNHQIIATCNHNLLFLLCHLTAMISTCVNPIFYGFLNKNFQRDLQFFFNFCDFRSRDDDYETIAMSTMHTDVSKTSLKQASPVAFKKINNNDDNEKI
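Test system: HEK293 cells co-expressing NPY Y1 receptor and cyclic-nucleotide gated channel; Also added: NPY (25 nM), isoproterenol (1 µM), Ro 20-1724 (25 µM); Compound dosing: one concentration, 3.6 µM, in 0.4% DMSO; Timing: dye 3 h, compound 60 min room temperature, stimulation 45 min; Technique: Membrane-potential fluorescent dye readout.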
EP2 antag – inhibitors of human EP2 prostaglandin E2 receptor. C6 glioma cells expressing human EP2, cAMP TR-FRET; cells stimulated with saturating PGE2. inhibition, % at 25 µM. hit rate 0.52% among 260,000. P43116. AID 1422;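 active means percent inhibition above 40 after rounding to a whole number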;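 further: rat C6 glioma host cells with rolipram phosphodiesterase inhibitor present; the protocol text gives 20 µM as final concentration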
CHOP inhibitor – CHOP inhibition in unfolded protein response. CHO-K1 CHOP-promoter luciferase, tunicamycin-induced, 15-18 h. hit rate 3.8% among 220,000. inhibition, % at 10 µM. AID 2732;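 active means compounds that reduced the stress-induced luciferase reporter signal by more than about 70% of percent inhibition, limit read from the data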;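 further: 0% = tunicamycin plus vehicle and 100% = wells without tunicamycin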
NPY1 pot ag – potentiates or activates human NPY-Y1 receptor. hit rate 0.37% among 220,000. P25929. NPY-Y1 expressing cells, potentiator/agonist activation. activation, % at 3.6 µM; in the data active means activation above about 33%, passing the limit was not always enough;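 further: cells stimulated with NPY at EC10 then isoproterenol at EC100; 0% = low agonist plus stimulus and 100% = saturating agonist plus stimulus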
TRPML3 agonist – agonists of human TRPML3 channel; Q8TDD5; HEK293 TRPML3-YFP, Fluo-8 calcium fluorescence; 100% = the carbachol control signal; activation, % at 3 µM; hit rate 0.29% among 220,000; AID 1448;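 active means activation above its plate's cutoff, the mean activation of the plate's test wells plus 3 SD, cut at about 12% in these data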;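 further: 0% = DMSO only wells and 100% = carbachol wells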
Target sequence (Q8TDD5 whole entry, looked up): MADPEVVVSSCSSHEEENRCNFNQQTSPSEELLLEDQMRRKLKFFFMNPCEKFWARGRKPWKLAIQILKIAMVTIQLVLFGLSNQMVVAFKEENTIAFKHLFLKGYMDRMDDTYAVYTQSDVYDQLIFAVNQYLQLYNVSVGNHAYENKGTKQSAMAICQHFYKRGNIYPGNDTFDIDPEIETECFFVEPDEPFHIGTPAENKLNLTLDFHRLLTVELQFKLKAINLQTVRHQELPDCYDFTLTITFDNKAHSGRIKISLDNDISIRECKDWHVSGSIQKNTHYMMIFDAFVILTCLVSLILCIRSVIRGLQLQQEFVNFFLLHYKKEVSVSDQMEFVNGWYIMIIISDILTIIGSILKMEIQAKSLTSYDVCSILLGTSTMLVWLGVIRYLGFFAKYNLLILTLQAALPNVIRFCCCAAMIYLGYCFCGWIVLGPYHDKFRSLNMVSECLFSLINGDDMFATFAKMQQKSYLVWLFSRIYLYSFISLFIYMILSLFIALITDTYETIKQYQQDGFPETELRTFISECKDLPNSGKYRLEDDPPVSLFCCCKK
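Material: TRPML3-YFP stable HEK293 cells | Dosing: One concentration, 3 µM nominal, 0.3% DMSO | Timing: 125 s total fluorescence read per well | Technique: Fluo-8 calcium dye fluorescence, ex 470-495, em 515-575 nm | Measure: Percent activation from peak-to-basal fluorescence ratio, scaled between DMSO and carbachol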
* hit, by the source's call; / = not tested or not shown; & = joins results of further samples; [ ] = remark or other dose.

1: CCOC(=O)c1ccc(N2CCCCC2)c(NS(=O)(=O)c2cccc(C(F)(F)F)c2)c1
2: CCN(c1cccc(C)c1)S(=O)(=O)c1ccc2c(c1)CCN2C(C)=O
3: O=C(c1cnc2ccccn2c1=O)N1CCc2ccccc21
4: CC(Sc1cccc2cccc(C(=O)O)c12)C(=O)O (configuration not stated)
5: Cc1ccc(S(=O)(=O)N2CCCCC2C(=O)N2CCN(C)CC2)cc1 (configuration not stated)
6: CCC(C)(C)n1nnnc1CN1CCN(c2ccc(OC)cc2)CC1
7: CN(C(=O)c1cccs1)c1ccc(OCC(=O)Nc2ccc(C(=O)O)cc2)cc1
8: Cc1cccnc1NC(=S)NC(=O)/C=C/c1ccco1
9: CC(C)c1nc(NCCN2CCOCC2)c(C#N)c2c1COC(C)(C)C2
10: O=C(Nc1nc2c(s1)CCCC2)c1ccc(Br)o1

compound no.,1,2,3,4,5,6,7,8,9,10
zfTRPN1 agonist,-1.1,2.3,0.1,0.9,-0.3,2.0,1.2,-1.6,-1.3,0.0
PPC-1+TRAIL kill,5,16,-9,14,46,9,-2,-2,2,36
EP2 modulator,6,9,3,13,3,-17&-16,-17,18,46,-11
14-3-3 Bad inh,3,9,-6,4,3,-4,-10,-1,-8,7
NPY Y1 blocker,/,9,3,-8,-3,-5,/,4,6,-5
EP2 antag,6,13,6,13,9,6&3,8,11,14,4
CHOP inhibitor,-1,32,28,22,19,39,4,-1,12,25
NPY1 pot ag,8,3,13,10,14,-3,-8,-8,-3,21
TRPML3 agonist,0.9,0.7,0.8,1.0,0.6,1.8,0.9,0.7,-1.0,-0.2

Some of these compounds in order of the CHOP inhibitor value, highest first:
item	compound	EP2 modulator	14-3-3 Bad inh	NPY Y1 blocker	CHOP inhibitor	NPY1 pot ag	TRPML3 agonist
2	CCN(c1cccc(C)c1)S(=O)(=O)c1ccc2c(c1)CCN2C(C)=O	9	9	9	32	3	0.7
5	Cc1ccc(S(=O)(=O)N2CCCCC2C(=O)N2CCN(C)CC2)cc1 (configuration not stated)	3	3	-3	19	14	0.6
7	CN(C(=O)c1cccs1)c1ccc(OCC(=O)Nc2ccc(C(=O)O)cc2)cc1	-17	-10	/	4	-8	0.9

Next structures.
11: CSc1nc(NC(C)=O)nc(C)c1Br
12: CC(=O)NCCc1nc2ccccc2n1CCOc1ccccc1C
13: Cn1c(SCc2cccc(Br)c2)nnc1-c1ccccn1
14: O=c1[nH]c(CSc2ccccc2)nc2c1oc1ccccc12
15: COc1cccc(CC(=O)NCC2COc3ccccc3O2)c1OC (configuration not stated)
16: O=C1CCCc2cc3c(cc21)CC1(C3)Cc2cc3c(cc2C1)C(=O)CCC3
17: COC(=O)c1sc(=S)n(-c2ccccc2)c1N
18: O=C(Nc1nc2cc3c(cc2s1)OCCO3)c1cccs1
19: O=c1cc(CSc2nnnn2-c2ccccc2)[nH]c2[nH]n(-c3ccccc3)c(=O)c12
20: CCCCCSc1nc2c(cnn2-c2ccccc2)c(=O)[nH]1

compound no.,11,12,13,14,15,16,17,18,19,20
zfTRPN1 agonist,0.3,2.0,-1.4,-1.1,0.0,-1.8,0.4,4.1,0.9,1.2
PPC-1+TRAIL kill,13,-3,-15,-5,9,25,4,21,3,22
EP2 modulator,-13&-13,21,-3,1,22,-8,16,-21,19,56
14-3-3 Bad inh,-9,4,-10,-1,-4,-4,4,-7,6,50[fluorescence artefact?]
NPY Y1 blocker,2,/,/,/,3,/,1,/,7,-1
EP2 antag,29&17,4,10,3,0,11,3,14,16,11
CHOP inhibitor,0,5,1,-3,11,60,15,33,46,71*
NPY1 pot ag,-4,6,9,-17,10,5,0,19,3,20
TRPML3 agonist,0.6,1.2,0.3,-0.1,0.0,0.6,-0.1,3.3,-0.3,1.2

21: COCCOC(=O)C1=C(C)NC(=S)NC1/C=C/c1ccccc1 (configuration not stated)
22: Cc1csc(NC(=O)COc2ccc3c(C)cc(=O)oc3c2)n1
23: O=C(COC(=O)/C=C/c1cccs1)NC1CC1
24: COc1ccccc1CNC(=O)[C@@H]1CCCN1S(=O)(=O)c1ccc(C)cc1
25: Cn1cc(C(=O)C(=O)N2CCN(c3ccccc3)CC2)c2ccccc21
26: Brc1ccc(-c2nc(-c3ccncc3)no2)o1
27: CN1CCN(Cc2nc(Cc3ccccc3)no2)CC1c1ccccc1 (configuration not stated)
28: COCc1[nH][nH]c(=O)c1/C=N/N1CCOCC1
29: COc1cccc(C(=O)C2CCCN(Cc3c(C)n(C)n(-c4ccccc4)c3=O)C2)c1 (configuration not stated)
30: CCc1ccc(C(=O)COC(=O)[C@@H](NC(N)=O)[C@@H](C)CC)cc1

compound no.,21,22,23,24,25,26,27,28,29,30
zfTRPN1 agonist,-1.2,-0.6,0.4,0.5,-2.1,0.1,0.8,0.1,1.2,-0.1
PPC-1+TRAIL kill,4,15,7,-10,-5,8,14,6,24,17
EP2 modulator,-4,9,0,-29,-50,-11,-11,-5,51,4
14-3-3 Bad inh,-19[fluorescence artefact?],16[fluorescence artefact?],-19,-5,-2,1,-3,0,4,-7
NPY Y1 blocker,1,-7,-2,2,-2,1,-1,5,/,6
EP2 antag,8,9,6,9,10,4,4,0,-1,6
CHOP inhibitor,4,-3,5,-7,6,3,2,12,-8,-16
NPY1 pot ag,-15,-18,0,4,-16,-27,8,-2,-4,-9
TRPML3 agonist,0.4,0.7,0.3,1.1,-0.7,0.7,1.1,1.1,0.4,0.4

31: O=S(=O)(Nc1cccc(-c2cn3cccnc3n2)c1)c1ccccc1
32: CC12CCC(=O)N1C(C(=O)OCC(=O)Nc1ccc(S(N)(=O)=O)cc1)CS2 (configuration not stated)
33: CCc1cc2c(nc1CC)CCN(CC/C(C)=N/O[C@@H](C)c1cc(-c3c(C)cc(C)cc3C)no1)C2
34: CCCCNC(=O)c1ccc2c(OCC)n(CCCC)nc2c1
35: O=C(Cn1nc(-c2ccc(F)cc2)ccc1=O)Nc1ccc(C(=O)NC2CC2)cc1
36: O=C(c1ccccc1)N1CCCC(c2nc3c(nnn3Cc3ccccc3)c(=O)[nH]2)C1 (configuration not stated)
37: CCOC(=O)C1(C)NC(c2ccc(N(C)C)cc2)C2C(=O)N(CC)C(=O)C21 (configuration not stated)
38: c1nc(Nc2ccc(N3CCOCC3)cc2)c2ccsc2n1
39: O=C(NCCC1=CCCCC1)c1cc(-c2ccccn2)nc2ccccc12
40: S=C(Nc1cccc(Cl)c1)N(CCCN1CCCC1)Cc1cccn1Cc1ccc(Cl)cc1

compound no.,31,32,33,34,35,36,37,38,39,40
zfTRPN1 agonist,0.1,-0.6,-0.9,-2.2,-0.8,-0.5,-0.2,1.1,0.3,0.1
PPC-1+TRAIL kill,16,8,16,1,-4,17,3,-7,16,-11
EP2 modulator,-6,-20,2,-18,-10,16,2,0,5,-34
14-3-3 Bad inh,22,-2,8,0,-12,-6,-15,-7,-5,25
NPY Y1 blocker,-1,1,4,4,-4,5,-6,/,10,7
EP2 antag,6,9,/,7,20,8,5,8,6,13
CHOP inhibitor,18,-2,48,16,-15,23,33,2,-11,14
NPY1 pot ag,1,-24,3,13,3,-5,-7,13,-19,6
TRPML3 agonist,0.7,0.7,0.0,-0.7,0.9,-0.2,0.6,0.8,0.4,0.1

41: O=C(Nc1ccc(F)cc1)Nc1sccc1-c1nc2ccccc2s1
42: COc1ccc(/C=N/Nc2ncccc2[N+](=O)[O-])c(OC)c1
43: Cc1ccc(NC(=O)C2CCCN2C(=O)NCc2ccccc2)cc1 (configuration not stated)
44: CCN(CC)CCCNC(=O)C1c2cc(OC)c(OC)cc2C(=O)N(C)C1c1cccs1 (configuration not stated)
45: Cc1cc(C)n2nc(CC(=O)NCc3ccc(F)cc3)nc2n1
46: CCOC(=O)CSc1nnc(CNc2ccc(Cl)cc2)n1-c1ccccc1
47: CCOC(=O)c1cnn(-c2ccccc2)c1NC(=O)CSc1nnc(-c2cccs2)n1CC
48: COc1cccc(CNC(=O)CSc2ccc(-c3ccco3)nn2)c1
49: CC(C)CC(NC(=O)c1ccc(Cl)cc1)C(=O)O (configuration not stated)
50: OCCN1CCN(Cc2nc(-c3cccc(Cl)c3)no2)CC1
51: CC(C)(C)c1ccc(SCC(N)=O)cc1

compound no.,41,42,43,44,45,46,47,48,49,50,51
zfTRPN1 agonist,2.0,-2.9,-0.1,0.0,-0.1,1.8,1.3,0.6,-0.2,-1.5,-0.2
PPC-1+TRAIL kill,1,-3,-4,-8,15,12,23,31,4,21,18
EP2 modulator,-1,6,29,4,25,-6,40,17,-15,-7,-4
14-3-3 Bad inh,0,-15,5,-15,5,17,-5[fluorescence artefact?],-15,-26,-10,4[fluorescence artefact?]
NPY Y1 blocker,/,0,1,-3,-2,2,2,0,-1,2,-1
EP2 antag,8,0,6,9,4,4,16,6,2,3,9
CHOP inhibitor,63,46,18,-18,15,-13,28,12,30,3,30
NPY1 pot ag,-31,-4,6,2,-14,26,7,5,3,-8,-8
TRPML3 agonist,-0.1,-1.6,0.2,1.4,0.7,1.9,0.6,0.1,1.1,0.9,-0.6

Record cards, from the list above. Order of screens: zfTRPN1 agonist	PPC-1+TRAIL kill	EP2 modulator	14-3-3 Bad inh	NPY Y1 blocker	EP2 antag	CHOP inhibitor	NPY1 pot ag	TRPML3 agonist
OCCN1CCN(Cc2nc(-c3cccc(Cl)c3)no2)CC1 reads -1.5	21	-7	-10	2	3	3	-8	0.9
CCN(CC)CCCNC(=O)C1c2cc(OC)c(OC)cc2C(=O)N(C)C1c1cccs1 (configuration not stated) reads 0.0	-8	4	-15	-3	9	-18	2	1.4

Not all compounds are listed. The share of hits here may be higher or lower than overall.
